# Compound activity deposited in PubChem BioAssay by several laboratories.
# Pf gametocyte: P. falciparum stage V gametocyte viability inhibition; P. falciparum stage V gametocytes, ATP luminescence, 24 h; inhibition, % at 10.9 µM; actives 0.065% (n = 150,000); AID 743093;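 active = inhibition above the mean plus 3 SD of compounds within the control limits, set per campaign, cut at about 38% in these data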;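 note: 0% = DMSO wells and 100% = medium only without gametocytes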
# Cdc42 wt: changes GTP binding to wildtype human Cdc42. GST-Cdc42 beads, Bodipy-GTP binding, flow cytometry; actives lie on both sides. P60953. AID 761. percent activity (GTP binding), % at 10 µM. actives 0.2% (n = 190,000);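 active = percent activity GTP binding at least 20 points away from the 100% baseline, either down as inhibitor or up as activator; inconclusive = compound flagged as likely green fluorescent from well-wide comparison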;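 note: median bead fluorescence of bound Bodipy-FL-GTP at 100 nM; 0% = excess unlabeled GTP control and 100% = no compound control; below 100% means less GTP binding so inhibitor and above means activator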
# Rab2 wt GTP: changes GTP binding to wildtype dog Rab2A, up or down | actives 0.19% (n = 190,000) | GST-Rab2 wt beads, Bodipy-GTP binding, flow cytometry | GTP binding activity, % at 10 µM | P61105;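 active = GTP binding activity at least 20 points away from 100%, either lowered or raised; inconclusive = signal likely due to the compound's own green fluorescence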;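 note: 0% = beads with excess unlabeled GTP and 100% = no-compound control corrected for plate trend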
# RGS8-Gao: modulates binding of RGS8 to human Galphao; AID 1423; P09471; response (percent of control binding), % at 10 µM; multiplexed bead flow cytometry; actives lie on both sides; actives 0.34% (n = 220,000); in the data active = response below about 60% or above about 140%; inactive = in between;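 note: Galphao activated as the GDP aluminium fluoride complex binding bead-coupled RGS8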
# Target sequence (P09471 whole entry, looked up): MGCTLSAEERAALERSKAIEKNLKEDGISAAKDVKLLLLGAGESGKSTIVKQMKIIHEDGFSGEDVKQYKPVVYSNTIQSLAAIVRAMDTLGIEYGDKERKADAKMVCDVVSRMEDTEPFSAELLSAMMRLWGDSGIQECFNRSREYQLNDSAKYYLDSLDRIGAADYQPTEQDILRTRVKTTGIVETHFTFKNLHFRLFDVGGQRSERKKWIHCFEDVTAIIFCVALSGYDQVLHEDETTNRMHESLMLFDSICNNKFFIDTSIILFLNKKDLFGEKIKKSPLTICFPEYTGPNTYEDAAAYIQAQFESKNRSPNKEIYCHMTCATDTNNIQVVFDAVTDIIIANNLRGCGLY
# Rab7 wt GTP bind: dog Rab7 wildtype GTP binding, inhibitors and activators; GST-Rab7 beads, fluorescent GTP binding, flow cytometry; actives lie on both sides; untreated = 100%, excess cold GTP = 0%; GTP binding activity (percent of control), % at 10 µM; actives 0.055% (n = 190,000); AID 758;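 active = fluorescent GTP binding to Rab7 beads changed by at least 20 points from the 100% baseline, either direction, mostly lower; inconclusive = compound itself probably fluorescent, or too few beads counted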;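 note: median green fluorescence of bound Bodipy-FL-GTP per Rab7 bead population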
# Mcl-1 Bim block: human Bim-Mcl-1 interaction inhibition | inhibition, % at 10 µM | Q07820 | actives 0.1% (n = 190,000) | Bead-based flow cytometry, Bim peptide-Mcl-1 binding | AID 1009; in the data active = inhibition above about 40%;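 note: 0% = no compound tracer wells and 100% = peptide blocker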
# Target sequence (Q07820 whole entry, looked up): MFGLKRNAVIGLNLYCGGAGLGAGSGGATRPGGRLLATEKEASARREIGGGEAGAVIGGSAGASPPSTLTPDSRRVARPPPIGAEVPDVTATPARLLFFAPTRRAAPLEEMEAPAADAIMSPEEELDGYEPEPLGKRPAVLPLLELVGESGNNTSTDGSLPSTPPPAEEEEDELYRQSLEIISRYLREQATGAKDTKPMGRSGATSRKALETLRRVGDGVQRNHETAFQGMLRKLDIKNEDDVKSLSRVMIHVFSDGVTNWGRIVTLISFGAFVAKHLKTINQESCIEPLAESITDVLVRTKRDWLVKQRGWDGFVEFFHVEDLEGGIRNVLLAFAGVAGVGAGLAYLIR
# Rac1 mut GTP: modulators of GTP binding to human Rac1 activated mutant | P63000 | GST-Rac1 activated beads, fluorescent GTP binding, flow cytometry; actives lie on both sides; 100% means binding = to untreated wells | percent activity (GTP binding), % at 10 µM | actives 0.11% (n = 190,000) | AID 764;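 active = GTP binding at least 20 percentage points away from the 100% baseline, in either direction, so actives lie on both sides; inconclusive = Compound likely fluorescent itself, or too few beads counted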
# HRas wt GTP bind: changes GTP binding to wildtype human HRas; actives 0.14% (n = 190,000); GTP binding activity, % at 10 µM; GST-Ras wt beads, Bodipy-FL-GTP binding, flow cytometry; actives lie on both sides;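 active = GTP binding activity at least 20% away from the 100% baseline, either lowered as inhibitor or raised as activator; inconclusive = flagged as likely green fluorescent, judged across all proteins in the well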;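 note: 0% = unlabeled GTP competition control and 100% = no-compound control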
# Target sequence (P01112 whole entry, looked up): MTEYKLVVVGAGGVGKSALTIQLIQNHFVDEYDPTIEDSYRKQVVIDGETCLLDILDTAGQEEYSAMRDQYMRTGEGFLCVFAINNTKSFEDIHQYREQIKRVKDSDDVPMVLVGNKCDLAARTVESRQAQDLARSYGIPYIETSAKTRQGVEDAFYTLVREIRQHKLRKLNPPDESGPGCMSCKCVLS
# Mcl1-Noxa inh: Mcl-1/Noxa interaction inhibition; Q07820; TR-FRET Mcl-1/Noxa peptide binding, 2 h; inhibition, % at 21.7 µM; actives 1.5% (n = 220,000);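 active = compounds that cut the protein-peptide binding signal by more than 50% relative to plate controls in a single-dose test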;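 note: His-tagged Mcl-1 with rhodamine Noxa BH3 peptide and terbium anti-His antibody; 0% = Mcl-1 plus Noxa peptide wells and 100% = peptide-only wells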
# Mcl1-Bid inh: disrupts binding of human Mcl-1 to Bid peptide; Q07820; TR-FRET Mcl-1/Bid-Dy647 peptide binding, 1536-well; inhibition, % at 21.7 µM; actives 0.97% (n = 220,000); AID 1021;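 active = compounds that cut the binding signal by more than half at the single screening dose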;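 note: His-tagged Mcl-1 with europium anti-His antibody binding Bid BH3 peptide; 0% = Mcl-1 plus peptide wells and 100% = peptide-only wells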
# Rac1 wt modul: human Rac1 wildtype GTP binding, inhibitors and activators. actives 0.27% (n = 190,000). GTP binding activity (% of control), % at 10 µM. GST-Rac1 beads, fluorescent GTP binding, flow cytometry; actives lie on both sides; 0 = cold GTP competed, 100 = untreated. AID 757. P63000;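 active = GTP binding activity at least 20 points away from the 100% control level, either lower or higher; inconclusive = compound flagged as likely green fluorescent, judged across all proteins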
# The depositor's hits bear a star; ? = inconclusive; . = not tested or not shown.
SMILES,Pf gametocyte,Cdc42 wt,Rab2 wt GTP,RGS8-Gao,Rab7 wt GTP bind,Mcl-1 Bim block,Rac1 mut GTP,HRas wt GTP bind,Mcl1-Noxa inh,Mcl1-Bid inh,Rac1 wt modul
CC1=CC(=O)OC1Cc1ccncc1 (stereo not given),-24,111,109,99,106,0,103,109,2,-17,107
COC(=O)CC1SCCNC1=O (stereo not given),.,99,96,94,94,0,96,97,-1,-19,99
CCOC(=O)C1CCN(CC(O)COc2ccc(C(=O)CC)cc2)CC1 (stereo not given),8,100,101,99,100,0,100,102,-3,5,102
Cc1cc(C)cc(OCC(=O)OCC(=O)NCc2cccs2)c1,.,101,97,93,98,-5,99,97,8,-48,103
Cc1cccc(C(=O)OC2CCN(C)CC2)c1,-7,99,98,101,98,1,96,97,20,-6,99
COc1cc(C(=O)Nc2nccs2)ccc1OCc1c(C)noc1C,-14,93,94,108,94,-2,95,93,23,-4,91
CC(C)Oc1cccc(C(=O)C2CCCN(C(=O)c3noc4c3CCCC4)C2)c1 (stereo not given),.,94,97,97,102,0,92,96,-8,3,95
O=C(N/N=C/C=C/c1ccccc1)c1ccccc1Br,-13,95,93,100,98,0,93,94,21,-1,95
CCCn1c(SCC(N)=O)nnc1C(C)C,-1,97,97,101,97,0,97,96,9,-17,95
CN1CCN(c2ccccc2NC(=O)COc2ccccc2)CC1,.,103,105,103,99,-4,101,103,-16,-12,105

# An excerpt from above in order of length of the SMILES, smallest number first.
SMILES,Pf gametocyte,Cdc42 wt,Rab2 wt GTP,RGS8-Gao,Rab7 wt GTP bind,Mcl-1 Bim block,Rac1 mut GTP,HRas wt GTP bind,Mcl1-Noxa inh,Mcl1-Bid inh,Rac1 wt modul
COC(=O)CC1SCCNC1=O (stereo not given),.,99,96,94,94,0,96,97,-1,-19,99
CCCn1c(SCC(N)=O)nnc1C(C)C,-1,97,97,101,97,0,97,96,9,-17,95
O=C(N/N=C/C=C/c1ccccc1)c1ccccc1Br,-13,95,93,100,98,0,93,94,21,-1,95

# Single records, from the list above. Values in the order: Pf gametocyte | Cdc42 wt | Rab2 wt GTP | RGS8-Gao | Rab7 wt GTP bind | Mcl-1 Bim block | Rac1 mut GTP | HRas wt GTP bind | Mcl1-Noxa inh | Mcl1-Bid inh | Rac1 wt modul
# `COc1cc(C(=O)Nc2nccs2)ccc1OCc1c(C)noc1C` is listed with -14 | 93 | 94 | 108 | 94 | -2 | 95 | 93 | 23 | -4 | 91
# `Cc1cccc(C(=O)OC2CCN(C)CC2)c1` is listed with -7 | 99 | 98 | 101 | 98 | 1 | 96 | 97 | 20 | -6 | 99

# The listing picks up with the 6 entries that preceded the break.
SMILES,Pf gametocyte,Cdc42 wt,Rab2 wt GTP,RGS8-Gao,Rab7 wt GTP bind,Mcl-1 Bim block,Rac1 mut GTP,HRas wt GTP bind,Mcl1-Noxa inh,Mcl1-Bid inh,Rac1 wt modul
Cc1cccc(C(=O)OC2CCN(C)CC2)c1,-7,99,98,101,98,1,96,97,20,-6,99
COc1cc(C(=O)Nc2nccs2)ccc1OCc1c(C)noc1C,-14,93,94,108,94,-2,95,93,23,-4,91
CC(C)Oc1cccc(C(=O)C2CCCN(C(=O)c3noc4c3CCCC4)C2)c1 (stereo not given),.,94,97,97,102,0,92,96,-8,3,95
O=C(N/N=C/C=C/c1ccccc1)c1ccccc1Br,-13,95,93,100,98,0,93,94,21,-1,95
CCCn1c(SCC(N)=O)nnc1C(C)C,-1,97,97,101,97,0,97,96,9,-17,95
CN1CCN(c2ccccc2NC(=O)COc2ccccc2)CC1,.,103,105,103,99,-4,101,103,-16,-12,105
COc1cc(OC)nc(S(C)(=O)=O)n1,-12,102,102,97,99,-5,102,103,8,-16,104
CC1(C(=O)OCC(=O)Nc2ccccc2)CC1(Cl)Cl (stereo not given),-26,97,99,102,106,-1,97,99,2,-17,98
O=[N+]([O-])c1ccc(N/N=C/c2sc(N3CCOCC3)nc2-c2ccccc2)c(S(=O)(=O)Nc2ccccc2Cl)c1,12,93,103,102,101,-6,85,100,33,-16,91
C/C(=N\Nc1cc(C)nc(-c2ccccc2O)n1)c1ccccc1,-2,85,89,107,99,3,91,91,5,-23,89
Cc1nn(-c2ccccc2)c(C)c1/C=C1\C(=O)N(C)C(=S)N1C,.,95,94,99,98,-1,95,98,11,-12,101
CCc1ccc(N(CC(=O)Nc2ccc(OC)cc2OC)S(C)(=O)=O)cc1,.,100,98,99,97,3,98,99,1,0,103
C=CCc1cccc(OC)c1OCCOCCNCCO,.,96,96,108,95,-1,98,98,13,31,98
Cc1ccccc1NC(=O)c1c(-c2ccccc2)noc1C,.,100,97,98,97,1,98,98,0,-7,98
CCCCC(=O)Nc1ccc(NC(=O)c2ccc(C)c([N+](=O)[O-])c2)cc1OC,-4,101,99,102,100,-2,100,99,-5,-9,100
Cc1sc2nc(SCC(=O)NCc3ccco3)n(CCc3ccccc3)c(=O)c2c1C,.,?,?,100,?,-2,?,?,-24,-10,?
COc1ccc(C(C)=O)cc1CN1C(=O)NC2(CCCCC2)C1=O,.,105,106,98,105,0,101,104,-56,-12,105
COc1cccc(-c2nc(=S)c3c(n2CCCO)CCCC3)c1,10,94,93,100,93,-5,93,92,.,-19,89
Cc1onc(-c2ccccc2Cl)c1C(=O)N(Cc1nc(-c2ccccc2)no1)C1CCCCC1,.,101,99,120,97,0,99,101,3,12,103
COc1cccc(OC)c1C(=O)Nc1ccc(C)cc1C(=O)c1ccccc1,.,103,97,102,100,2,99,100,-10,-19,104
COc1ccc(N2CCN(C(=O)CN3C(=O)c4ccccc4S3(=O)=O)CC2)cc1,-2,97,97,101,101,0,94,99,3,-29,97
Cc1ccc(NC(=O)c2cc([N+](=O)[O-])ccc2NCc2cccnc2)cc1,2,104,104,99,102,-2,98,101,-1,-6,100
O=C(CCn1c(=S)oc2ccccc21)Nc1cccc(O)c1,-21,95,95,15*,98,-3,94,97,20,-9,102
O=C(COC(=O)c1cnccn1)Nc1cccc2ccccc12,4,93,94,105,96,-4,97,96,17,-12,104
COc1cc(/C=N/N=C2/NC(=O)C(c3ccccc3)S2)ccc1O (stereo not given),.,96,96,107,99,-3,97,97,5,-12,97
Oc1oc(-c2ccc(Br)cc2)nc1/C=N/c1ccccn1,12,92,95,106,101,0,94,97,0,0,93
COC(=O)c1sccc1NC(=S)N1CCN(c2ccc(F)cc2)CC1,1,96,91,102,95,-4,95,97,-2,-10,99
CCc1ccc(NC(=O)c2noc(C(C)C)c2[N+](=O)[O-])cc1,-9,93,96,99,102,0,97,98,18,-7,102
Cn1c(NCc2cccc(Br)c2)nc2ccccc21,21,97,98,98,98,-1,96,99,5,-8,96
COCCCn1c(Cc2csc(Nc3cccc(Cl)c3)n2)nnc1SCC(=O)OC,-14,98,98,104,96,1,98,97,22,-51,97
COCCNC(=O)COC(=O)c1nsc(Cl)c1Cl,-4,110,109,98,103,0,102,104,4,-17,112
CCOC(=O)c1ccc(S(=O)(=O)NNC(=O)c2cccc(N(C)C)c2)cc1,2,94,96,96,105,1,92,96,12,-48,96
CNC(=O)c1cn(-c2ccc(Cl)cc2)c(=O)c2ccccc12,.,98,98,98,100,-2,96,99,-8,-26,101
COc1ccc(OCCSc2nnc(C(C)NC(=O)c3ccccc3F)n2C)cc1 (stereo not given),4,101,100,100,104,1,94,96,10,-22,98
CSCC(C)N1CCC(CO)(CCc2ccccc2)CC1 (stereo not given),-1,100,98,103,97,-5,95,96,-7,-7,100
FC(F)(F)c1cccc(CON=C2CCN(c3ncc(C(F)(F)F)cc3Cl)CC2)c1,-9,96,99,102,103,-5,96,98,6,-18,100
O=C(c1cc2ccccc2oc1=O)N1CCN(Cc2ccc3c(c2)OCO3)CC1,.,101,101,101,103,-7,98,102,1,-3,105
Fc1cccc(F)c1-n1c(CN2CCOCC2)csc1=S,-1,?,?,103,?,-2,?,?,4,-26,?
CC1CCN(S(=O)(=O)c2ccc3c(c2)oc(=O)n3CC(=O)N2c3ccccc3CC2C)CC1 (stereo not given),.,98,99,107,95,-1,98,98,0,-21,101
CCCCC(=O)Nc1ccc(NC(=O)CC)cc1OC,2,105,106,92,104,-4,104,104,0,-13,114
COc1c(N2CCN(C(=S)Nc3ccccc3)C(C)C2)c(F)cc2c(=O)c(C(=O)O)cn(C3CC3)c12 (stereo not given),.,100,101,103,101,0,99,102,-38,-2,99
COc1ccc2[nH]c(=O)c(CN(CC3CCCO3)C(=S)Nc3ccc(C)cc3)cc2c1 (stereo not given),15,99,98,103,100,3,96,99,11,-21,97
Cc1nc(SCC(=O)Nn2c(-c3ccccc3)nc3ccccc3c2=O)n[nH]1,-15,98,97,102,96,0,95,99,22,-36,100
COc1ccccc1NC(=O)CSC1=NC(=O)C(NC(C)=O)C(=O)N1 (stereo not given),3,99,96,100,97,-4,98,99,16,-62,101
COc1ccc(-c2cc(C(F)(F)F)n3ncc(C(=O)NCc4ccco4)c3n2)cc1,0,95,89,97,92,0,92,93,-8,41,95
CCC(C(=O)NC1CCCC1)N(C(=O)Cn1nnc(-c2ccc(OC)c(OC)c2)n1)C1CCCCC1 (stereo not given),-3,100,99,104,101,-2,96,99,-3,-44,102
COc1ccc(NC(=O)c2noc(C(C)C)c2[N+](=O)[O-])cc1,-10,97,96,103,101,-2,97,96,2,-45,100
CC1=CC(=O)N(c2ccc(C)cc2)C1c1ccc(Cl)cc1 (stereo not given),.,98,99,102,100,-4,99,99,9,5,101
COc1ccc(Cl)cc1NC(=O)CSc1nnc(CNC(=O)c2ccco2)o1,.,96,98,98,106,-1,97,99,9,-8,96
O=C(CCc1ccc(O)c(O)c1)NNC(=S)NCCc1ccccc1,-10,107,105,99,101,-4,102,104,7,2,107

# Not a hit list (roughly 2.9% active in at least one column).
